# CDK5 inh: blocks human CDK5/p35 kinase activity | Q00535+Q15078 | Recombinant CDK5/p35, ADP-Glo luminescence, 60 min | inhibition, % at 10 µM | 330,000 tested, 0.01% active;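 active = highest replicate inhibition of at least 50% and at least 75% of replicates reaching 50%; inconclusive = only one of the two criteria met; inactive = both criteria failed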;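 note: plate controls were DMSO neutral control for no effect and GW8510 at 10 µM for full effect; many of its hits are not listed in these tables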
# dFosB activator: mouse delta FosB homodimer activation | P13346 | purified delta FosB, TAMRA-CDK5 oligo fluorescence polarization; percent of positive-control signal above neutral wells | 340,000 tested, 0.99% active | activation, % at 25 µM | AID 493131;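 active = mean activation above about 17%, with every replicate also reaching it, limit read from the data, passing the limit was not always enough; inconclusive = only one of the two conditions met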;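 note: fluorescence polarization rise as delta FosB binds a TAMRA Cdk5 AP-1 oligo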
# Wnt act: Wnt/beta-catenin pathway activation; AID 743398; 300,000 tested, 1.2% active; activation, % at 9.35 µM; Wnt/beta-catenin reporter cell assay, activator, plate reader; in the data active = activation above about 30%, passing the limit was not always enough; inconclusive = no clear call, values can overlap the other calls;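 note: 0% = neutral control wells and 100% = positive control wells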
# HTR5A inv ctr: counter-screen for OPRM1-OPRD1 inverse agonists: human HTR5A inverse agonism. P47898. 340,000 tested, 0.083% active. inhibition, % at 9.3 µM. HTR5A cell line, luminescence; in the data active = inhibition mostly above about 23%, no sharp cut-off; inactive = mostly below about 18%;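 note: 0% = cells with DMSO and 100% = no-cell wells with DMSO; some compounds called inactive have numbers as strong as hits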
# Target sequence (P47898 whole entry, looked up): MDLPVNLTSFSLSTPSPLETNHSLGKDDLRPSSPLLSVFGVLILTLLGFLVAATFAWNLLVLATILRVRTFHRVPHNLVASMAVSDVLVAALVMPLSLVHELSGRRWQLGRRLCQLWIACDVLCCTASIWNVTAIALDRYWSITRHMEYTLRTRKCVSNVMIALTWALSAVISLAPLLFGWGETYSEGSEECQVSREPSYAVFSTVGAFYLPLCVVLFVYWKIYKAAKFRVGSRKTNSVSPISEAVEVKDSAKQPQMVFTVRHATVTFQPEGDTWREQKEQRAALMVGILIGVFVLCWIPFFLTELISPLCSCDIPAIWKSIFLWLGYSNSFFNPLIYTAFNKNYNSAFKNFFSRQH
# NSD2 HMT inh: blocks human histone methyltransferase NSD2; 310,000 tested, 0.54% active; O96028; NSD2 peptide methylation, AlphaScreen, 120 min; inhibition, % at 12.5 µM; AID 743445; in the data active = inhibition above about 50%
# MITF TRPM1 HTS: MITF TRPM1 promoter activation in melanoma cells; SK-MEL-5 TRPM1-promoter luciferase, 24 h; % of positive control, neutral wells = 0; 300,000 tested, 0.75% active; activation, % at 12.5 µM;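 active = mean activation of at least 80% with every replicate also reaching 80%; inconclusive = mean reaches 80% but some replicate falls short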;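 note: 0% = neutral control wells and 100% = parthenolide positive control wells; values of inactives mirror those of a sister screen read the other way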
# SR-BI DiI inh: blocks mouse SR-BI lipid uptake from DiI-HDL; 320,000 tested, 0.96% active; inhibition, % at 12.5 µM; ldlA[mSR-BI] CHO cells, DiI-HDL uptake fluorescence, 3 h; Q61009;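 active = mean replicate inhibition of at least 70% and a set share of replicates each scoring 70 or more; inconclusive = meets just one of the two criteria; inactive = fails both criteria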;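 note: 0% = median of neutral control wells and 100% = median of positive control wells; values of inactives mirror those of a sister screen read the other way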
# Target sequence (Q61009 whole entry, looked up): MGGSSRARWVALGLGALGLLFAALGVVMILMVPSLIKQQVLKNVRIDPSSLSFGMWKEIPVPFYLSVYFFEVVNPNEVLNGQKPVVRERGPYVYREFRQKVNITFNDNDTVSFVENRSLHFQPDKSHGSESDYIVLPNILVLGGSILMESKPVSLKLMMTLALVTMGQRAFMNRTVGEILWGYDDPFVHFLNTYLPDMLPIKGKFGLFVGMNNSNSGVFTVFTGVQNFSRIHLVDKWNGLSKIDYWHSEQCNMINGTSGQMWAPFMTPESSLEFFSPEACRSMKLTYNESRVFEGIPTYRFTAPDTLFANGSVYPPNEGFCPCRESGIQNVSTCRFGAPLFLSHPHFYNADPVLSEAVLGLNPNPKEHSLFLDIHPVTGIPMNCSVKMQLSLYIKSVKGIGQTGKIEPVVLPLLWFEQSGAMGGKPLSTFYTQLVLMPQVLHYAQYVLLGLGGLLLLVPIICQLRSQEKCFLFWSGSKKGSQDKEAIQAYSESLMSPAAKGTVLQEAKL
# V-ATPase pH: yeast V-ATPase proton transport regulation by pHLuorin; S. cerevisiae, pHLuorin cytosolic pH fluorescence; response, % at 10 µM; 350,000 tested, 0.37% active; in the data active = response mostly above about 7.3%, no sharp cut-off; inactive = mostly below about 5.4%; note: actives read high; inactives centre near 0; some compounds called inactive have numbers as strong as hits; reference of the scale not given here
# PvdQ acylase: blocks Pseudomonas aeruginosa PvdQ acylase activity | inhibition, % at 10 µM | purified PvdQ acylase, fluorescence plate reader | 340,000 tested, 0.063% active; in the data active = inhibition above about 30%, passing the limit was not always enough; inconclusive = no clear call, values can overlap the other calls;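 note: 0% = vehicle neutral wells and 100% = reference inhibitor wells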
# HTR5A ag: activates human HTR5A in OPRM1-OPRD1 agonist counter-screen; P47898; HTR5A agonist assay, luminescence, cell-based; activation, % at 9.3 µM; 340,000 tested, 0.61% active; AID 504692; in the data active = activation mostly above about 9.5%, no sharp cut-off; inactive = mostly below about 7.6%;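 note: 0% = cells with vehicle only and 100% = reference agonist; strong numbers were not always called active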
# Active calls of the source: *; u = inconclusive; x = not tested or not shown.
No.	structure	CDK5 inh	dFosB activator	Wnt act	HTR5A inv ctr	NSD2 HMT inh
1	CCOc1ccc(CN(CC)C(=O)Cc2c[nH]c3ccccc23)cc1OC	1.5	-3	-1	-27	2
2	N#Cc1ccccc1NC(=O)Nc1ccc(Cl)cc1	-0.9	3	x	-31	-4
3	CC(Cl)C(=O)Nc1ccccc1C#N (centres undefined)	-0.5	1	-2	-2	-2
4	Cc1ccc(C)c(CN2C(=O)C3CCCN3c3ccc(C#N)cc32)c1 (centres undefined)	-1.6	-3	x	-1	3
5	c1ccc(-c2cc3c(NCC4COc5ccccc5O4)ncnc3s2)cc1 (centres undefined)	0.4	-8	-23	7	0
6	COc1ccc(NC(C)=O)cc1NC(C)C(=O)Nc1cc(C(F)(F)F)ccc1N1CCOCC1 (centres undefined)	-0.2	-7	-3	-10	3
7	CC(C)(C)N(Cc1cc2ccccc2[nH]c1=O)C(=O)c1cccc([N+](=O)[O-])c1	0.4	-2	0	-7	-3
8	Cc1sc(NC(=O)Cn2[nH]c(=O)c3ccccc3c2=O)nc1-c1ccccc1	0.5	u	x	4	3
9	O=C(Nc1ncccn1)C1CCCN1S(=O)(=O)c1ccc(Cl)c(Cl)c1 (centres undefined)	0.5	0	-4	-6	-1
10	Cc1[nH]c2ccccc2c1CN1CCC(CO)(Cc2ccccc2)CC1	-2.5	-4	8	11	26
11	Cc1ccccc1-n1nc2c(c1NC(=O)c1cccs1)CS(=O)(=O)C2	0.5	-7	-2	-14	18
12	FC(F)(F)c1cccc(NC(=S)N(CCCN2CCCC2)Cc2cccn2Cc2ccc(Cl)cc2)c1	1.6	45*	3	-7	2

No.	MITF TRPM1 HTS	SR-BI DiI inh	V-ATPase pH	PvdQ acylase	HTR5A ag
1	-11	11	7	-11	10
2	18	-9	0	8	-5
3	-5	-16	-2	-13	1
4	x	4	1	6	0
5	4	24	-1	7	-3
6	-4	-7	-2	-2	4
7	-2	-9	0	-6	2
8	-5	-33	-3	6	-1
9	3	-10	4	-13	2
10	2	-25	1	-12	-4
11	-3	-22	-4	-14	0
12	-16	-36	0	0	3

# Next part:
No.	structure	CDK5 inh	dFosB activator	Wnt act	HTR5A inv ctr	NSD2 HMT inh
13	O=C(Nc1ccc(Cl)cc1)Nc1ccc(N2CCC(C(F)(F)F)CC2)nc1	0.7	-9	-4	-17	2
14	CN(C(=O)C1CCCO1)C1CCS(=O)(=O)C1 (centres undefined)	-2.1	3	-1	7	-1
15	Cc1c(NC(=O)c2ccc(N(C)S(=O)(=O)c3ccccc3)cc2)c(=O)n(-c2ccccc2)n1C	-0.7	-5	-1	-3	-1
16	Cn1c(N2CCOCC2)cc(=O)n(C)c1=O	1.9	-4	5	2	-3
17	O=S(=O)(NCc1ccco1)c1ccccc1Br	1.7	-7	1	0	x
18	Cc1ccc(CNC(=O)c2cccc3c2C(=O)c2ccc(N4CCC(C)CC4)cc2S3(=O)=O)cc1	1.1	6	9	16	x
19	Cc1cc(C)c(C)c(S(=O)(=O)ON2C(=O)c3ccccc3C2=O)c1C	0.9	-1	-2	-11	-1
20	CC(C)Oc1ccc(Cc2cnc(=S)[nH]c2N)cc1	-1.4	-4	-1	34	0
21	CCOc1ccccc1N1CCN(c2ncnc3scc(-c4ccc(OC)cc4)c23)CC1	0.6	-12	-7	-3	-1
22	CS(=O)(=O)Nc1cccc(C2=NN(C(=O)c3cccc([N+](=O)[O-])c3)C(c3cccs3)C2)c1 (centres undefined)	1.4	-15	1	3	16
23	CCOC(=O)c1cnc(SCC(=O)c2ccc(Cl)cc2)nc1N	0.2	-7	1	1	-1
24	COc1cccc(/C=N/Nc2ccc(Cl)nn2)c1	0.5	2	10	5	1

No.	MITF TRPM1 HTS	SR-BI DiI inh	V-ATPase pH	PvdQ acylase	HTR5A ag
13	x	3	-1	0	4
14	-3	-24	4	-15	-3
15	1	3	3	2	1
16	-6	x	-3	-7	3
17	10	-109	1	-8	-2
18	32	14	1	9	6
19	-32	-24	-1	-8	0
20	-8	-16	-1	-10	7
21	-5	21	0	-7	2
22	-4	9	0	-9	-1
23	x	1	3	-9	0
24	94*	-7	6	-13	-1

# Sorted by molar mass (rising): 3 of the compounds above
No.	structure	CDK5 inh	dFosB activator	Wnt act	HTR5A inv ctr	NSD2 HMT inh
24	COc1cccc(/C=N/Nc2ccc(Cl)nn2)c1	0.5	2	10	5	1
13	O=C(Nc1ccc(Cl)cc1)Nc1ccc(N2CCC(C(F)(F)F)CC2)nc1	0.7	-9	-4	-17	2
21	CCOc1ccccc1N1CCN(c2ncnc3scc(-c4ccc(OC)cc4)c23)CC1	0.6	-12	-7	-3	-1

No.	MITF TRPM1 HTS	SR-BI DiI inh	V-ATPase pH	PvdQ acylase	HTR5A ag
24	94*	-7	6	-13	-1
13	x	3	-1	0	4
21	-5	21	0	-7	2

# Some of the entries so far, tab-delimited.
item	smiles	CDK5 inh	dFosB activator	Wnt act	HTR5A inv ctr	NSD2 HMT inh	MITF TRPM1 HTS	SR-BI DiI inh	V-ATPase pH	PvdQ acylase	HTR5A ag
20	CC(C)Oc1ccc(Cc2cnc(=S)[nH]c2N)cc1	-1.4	-4	-1	34	0	-8	-16	-1	-10	7
21	CCOc1ccccc1N1CCN(c2ncnc3scc(-c4ccc(OC)cc4)c23)CC1	0.6	-12	-7	-3	-1	-5	21	0	-7	2

# (listing goes on)
No.	structure	CDK5 inh	dFosB activator	Wnt act	HTR5A inv ctr	NSD2 HMT inh
25	CCc1cc2c(=O)c(-c3nc4ccccc4n3C)c(C)oc2c(CN2CCOCC2)c1O	0.3	-2	0	-14	-1
26	COc1ccccc1OCC(=O)Nc1c2c(nn1-c1ccc(F)cc1)CS(=O)(=O)C2	-1.9	-5	1	12	-1
27	COc1ccc(N(CC(=O)Nc2ccc3c(c2)OCO3)S(=O)(=O)c2ccc(C)cc2)cc1OC	0.8	-12	15	-10	-2
28	COc1ccccc1NC(=O)c1cc(C(=O)Nc2ccccc2OC)cc([N+](=O)[O-])c1	-0.3	8	-3	-12	-1
29	Cc1ccc(CN2CCN(CC(=O)O)C2=O)cc1	0.1	5	0	6	2
30	CC(CCc1ccccc1)NC(=O)Cn1cccc1C(=O)c1ccccc1 (centres undefined)	0.3	-3	-1	4	-2
31	CN(C(=O)COc1cccc(Br)c1)C1CCS(=O)(=O)C1 (centres undefined)	0.0	0	x	-9	1
32	COc1ccc(Cl)cc1CSc1ncn[nH]1	6.8	0	0	-17	-6
33	Cc1cccc(OCCCC(=O)Nc2ccc(N3CCCCC3)cc2)c1C	-0.2	-10	x	28	-1
34	CCc1ccc2c(c1)cc(CN(C(=S)Nc1cccc(C)c1)C1CC1)c1nnnn12	7.3	-10	-5	-21	0
35	O=C(NCc1cccnc1)c1ccc(S(=O)(=O)N2CCCCC2)cc1	1.6	-1	-12	-12	x
36	COc1cccc(C(=O)OCC(=O)N2CCc3ccccc3C2)c1	-1.3	-7	1	-6	-1

No.	MITF TRPM1 HTS	SR-BI DiI inh	V-ATPase pH	PvdQ acylase	HTR5A ag
25	-15	-2	-1	7	-6
26	0	-6	0	-13	2
27	-8	-20	-2	-8	7
28	-8	27	-2	0	3
29	1	-23	2	-6	-2
30	1	0	0	-16	2
31	6	-2	7	-12	0
32	x	5	0	-18	-1
33	0	21	-4	4	3
34	2	22	0	9	4
35	-6	-2	7	-2	0
36	5	-5	4	-4	1

# (next part)
No.	structure	CDK5 inh	dFosB activator	Wnt act	HTR5A inv ctr	NSD2 HMT inh
37	Cc1ccc(S(=O)(=O)Nc2ccc(NC(=O)c3cccnc3)cc2)cc1	-0.4	-1	0	14	-1
38	O=C(/C=N/O)NCCN1CCCCC1	0.1	-3	-3	1	23
39	Cc1ccc(C(=O)NCC(=O)OCC(=O)c2ccccc2)s1	-0.9	8	2	10	-1
40	CCc1ccc(Nc2cnn(-c3nc4ccccc4s3)c(=O)c2Cl)cc1	-0.4	-39	1	-25	1
41	Cc1c(CC(=O)NCC(=O)NCC(=O)O)c(=O)oc2cc3oc4c(c3cc12)CCCC4	-0.8	0	1	4	3
42	O=C(NC1CCCC(C(F)(F)F)C1)c1ccc([N+](=O)[O-])o1 (centres undefined)	-6.2	-6	0	-19	2
43	COc1ccc(NC(=O)CCn2cc(C)c3ccccc32)cc1	0.0	0	x	-2	1
44	CCc1ccc(-n2c(SCC(=O)NC3CCS(=O)(=O)C3)nc3ccccc3c2=O)cc1 (centres undefined)	-0.6	-7	3	7	0
45	O=c1[nH][nH]c(-c2ccccc2)c1C=Nc1ccc(Cl)cc1	4.1	-8	3	-21	-1
46	COc1ccc(NC(=O)COC(=O)c2c(-c3ccccc3)noc2C)cc1	0.3	-1	-3	-19	-6
47	COC(=O)c1cc(NC(=O)c2cccc([N+](=O)[O-])c2C)ccc1Cl	0.5	0	0	-11	-4
48	O=C(CN1C(=O)C(=O)N(C2CCCC2)C1=O)Nc1ccc(F)cc1F	1.7	2	-3	-4	0

No.	MITF TRPM1 HTS	SR-BI DiI inh	V-ATPase pH	PvdQ acylase	HTR5A ag
37	-4	-15	3	0	-2
38	-1	-2	0	-3	7
39	6	-12	2	-20	-4
40	17	-3	-1	-10	9
41	-2	-3	0	4	-1
42	-65	-18	5	-20	14*
43	70	12	0	-10	0
44	3	-1	0	-11	-3
45	x	19	1	-6	8
46	-7	23	-3	10	8
47	2	66	3	12	8
48	6	-6	6	-7	1

# (listing goes on)
No.	structure	CDK5 inh	dFosB activator	Wnt act	HTR5A inv ctr	NSD2 HMT inh
49	Cc1cccc(NC(=O)CSc2nc3nc(C)cc(C)c3c(=O)[nH]2)c1	0.8	-3	x	-13	-4
50	Cc1cc(-c2onc(C)c2C(N)=O)no1	-0.1	-2	38*	-7	-3
51	CCn1nc(C)c(/C=N/NC(=O)c2ccoc2C)c1C	4.6	-3	x	-53	-1
52	COc1ccc(S(=O)(=O)NCC2CCCN(C(=O)c3cccnc3)C2)cc1 (centres undefined)	-0.8	-4	-1	0	-3
53	O=C(CCNS(=O)(=O)c1cccc(C(F)(F)F)c1)NCc1ccco1	-0.3	-1	-1	-5	9
54	C=C(C)c1ccc(C(C)(C)NC(=O)NCc2ccco2)cc1	0.5	-7	-1	-3	1
55	Cc1ccccc1-n1c(SCC(=O)c2c(N)n(C)c(=O)n(C)c2=O)nnc1-c1cccnc1	0.0	-12	2	18	19
56	CNC(=O)NC(=O)CSc1ccc(S(=O)(=O)N2CCOCC2)cn1	1.5	0	0	-14	-2
57	COCCNC(=O)c1ccccc1NC(=O)Nc1ccccc1	-3.9	-2	-1	7	3
58	CN(C)/C=C/C(=O)c1ccc(Cl)c([N+](=O)[O-])c1	-1.7	-5	-5	-14	-2
59	COC(=O)CC(=O)CSc1nc2c(cc1C#N)CCCCC2	0.6	-13	x	4	x

No.	MITF TRPM1 HTS	SR-BI DiI inh	V-ATPase pH	PvdQ acylase	HTR5A ag
49	-4	-19	0	-11	-5
50	-10	-15	-5	0	1
51	u	-9	1	3	18*
52	-1	3	1	-9	3
53	-3	-13	0	2	2
54	x	11	-2	10	-3
55	-1	-6	1	-5	1
56	-3	-9	0	-13	3
57	-2	-11	1	-24	-3
58	-4	0	-10	4	5
59	45	-1	-1	-17	-1
